# TAG inh: reduces triacylglycerol accumulation in H9c2 cells; inhibition, % at 12.5 µM; AID 651582; Nile Red lipid (TAG) fluorescence; cells loaded with 200 µM oleic acid; hit rate 0.66% among 230,000;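 active = pattern-corrected inhibition of lipid staining of at least 50% with the nuclear-stain viability signal not falling by more than 50%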;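 also: 0% = DMSO wells and 100% = triacsin C control wells; some results filed as inactive read as strong as hits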
# TAG inh DAPI viability: also measured in TAG inh; calls as there; DAPI nuclei signal change (viability), lower = more cytotoxic, %;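 whole-well DAPI fluorescence read on a plate reader as a viability signal; minus 50 percent equals half of cells still viable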
# * hit, by the source's call. The list is partial; the hit share may differ from the screen's.
No.	Molecule	TAG inh	TAG inh DAPI viability
1	CN1CCCN(C(=O)Cc2c(Cl)cccc2Cl)c2nc3ccccc3nc21	-22	17
2	CC1CCc2c(sc3nc(CSc4nnnn4C)[nH]c(=O)c23)C1 (stereo not given)	-9	4
3	COc1ccccc1-n1c(N)c(C(=O)NCC2CCCO2)c2nc3ccccc3nc21 (stereo not given)	1	72
4	Cc1cc(C)n(CC(=O)N/N=C/c2ccc3c(c2)OCO3)n1	0	-1
5	Cc1ccc(-c2[nH]c3ccccc3c2SCCNC(=O)c2ccc(S(=O)(=O)N3CCOCC3)cc2)cc1	5	-12
6	O=C(O)C1C2OC3C(OC(=O)C31)C2Br (stereo not given)	-15	-2
7	CCCCCCCCCNC(=O)[C@H](NC(=O)COc1ccccc1)[C@@H]1NC(C(=O)OC)C(C)(C)S1 (stereo not given in full)	5	-2
8	COC(=O)CSc1nnc(CCc2ccccc2)n1C	-4	0
9	CC12CCCCC1(O)[N+](=O)C1=C(CCCC1)N2[O-] (stereo not given)	-4	-8
10	CCOc1ccccc1C(=O)NCC(=O)OCC(=O)N1C(C)CCCC1C (stereo not given)	14	-11
11	COCCNC(=O)c1cc(-c2ccccc2OC)on1	-2	-4
12	COc1ccc(C2/C(=C(/O)c3ccc(F)cc3)C(=O)C(=O)N2c2ccccn2)cc1OC (stereo not given)	-3	-3

# New compounds follow
No.	Molecule	TAG inh	TAG inh DAPI viability
13	CC(=O)OCCNC(=O)Cn1cnc2c1c(=O)n(C)c(=O)n2C	-12	0
14	O=C(N/N=C/c1ccsc1)c1ccccn1	-9	9
15	O=C(COC(=O)c1cc(Br)ccc1O)c1ccc(F)cc1	0	-5
16	O=C(CSc1nc(-c2ccc(Cl)cc2)cs1)Nc1cccc([N+](=O)[O-])c1	-3	-6
17	Cc1ccc2oc(-c3ccccc3C(=O)O)cc(=O)c2c1	-18	-2
18	O=C(Nc1ncccc1O)c1ccc(S(=O)(=O)NCc2ccco2)cc1	-1	5
19	COc1ccc(NC(C)=O)cc1NC(=O)CSc1nnc(-c2ccncc2)n1C	15	-14
20	COc1ccccc1NC(=S)N(Cc1ccccn1)Cc1ccccc1Cl	14	-2
21	COc1ccccc1C(=O)OCCNC(=O)Cn1cnc2c1c(=O)n(C)c(=O)n2C	7	3
22	Cn1cc(-c2csc(C(O)(c3ccccc3)C(F)(F)F)n2)cn1 (stereo not given)	-1	-3
23	CCOc1cc(-c2noc(-c3ccncc3)n2)cc(Br)c1OC	-9	4
24	CC1(C(=O)NS(=O)(=O)c2ccccc2Cl)CCN1C(=O)COc1ccc(Cl)cc1 (stereo not given)	5	4

# Other results follow:
No.	Molecule	TAG inh	TAG inh DAPI viability
25	O=C(Nc1ccc(F)c(Cl)c1)C1CCN(S(=O)(=O)c2cccnc2)CC1	4	4
26	COCCN(CC1CCCN(C2Cc3ccccc3C2)C1)C(=O)CCC(F)(F)F (stereo not given)	1	0
27	O=C(Nc1ncc([N+](=O)[O-])s1)c1cccs1	-11	4
28	Cn1nnnc1SCC(=O)N1CCc2ccccc2C1	17	-11
29	COc1ccc(CC(=O)Nc2cc(S(=O)(=O)N3CCOCC3)ccc2N2CCCC2)cc1OC	-8	-8
30	CCOC(=O)c1ccc(NC(=O)c2nc[nH]c2C(=O)NC[C@@H](C)O)cc1	15	1
31	OC1CCCN(c2ncnc3c2nnn3Cc2c(F)cccc2Cl)C1 (stereo not given)	-10	-6
32	CCC(C)N(C(=O)CSc1nnc(COc2ccccc2F)n1N)C1CCS(=O)(=O)C1 (stereo not given)	5	-1
33	Cc1cc(OCC(=O)OCC(=O)NC2CCCC2)ccc1Cl	-13	5
34	CCOc1ccc(-c2cc(C(=O)NCc3ccc(F)cc3)[nH]n2)c(C)c1	-29	5
35	COc1cc(/C=C/C(=O)OCC(=O)N2CCN(S(=O)(=O)c3ccc(C)cc3C)CC2)ccc1O	11	10
36	Cc1sc2nc(SCC(=O)Nc3c(C)n(C)n(-c4ccccc4)c3=O)n(C)c(=O)c2c1C	25	-8

# New compounds follow
No.	Molecule	TAG inh	TAG inh DAPI viability
37	Cc1ccc(Cl)cc1NC(=S)N(CCCN1CCN(C)CC1)Cc1ccco1	10	-3
38	N#Cc1nc(COc2ccc(Br)cc2)oc1N1CCCC1	-19	2
39	CSc1nc(NCC(C)C)c2c3c(sc2n1)CN(C)CC3	-10	33
40	COC(=O)c1cccc(NC(=O)CC2C(=O)NCCN2C(=O)Nc2cc(C)cc(C)c2)c1 (stereo not given)	16	-4
41	Cc1ccccc1N1CCN(C2CCCN(C(=O)c3ccc(Cl)s3)C2)CC1 (stereo not given)	4	11
42	O=C1CCCCC1C1(O)C(=O)Nc2ccccc21 (stereo not given)	13	-8
43	O=C(c1cnc2n(c1=O)CCS2)N1CCN(c2ccccc2F)CC1	-7	4
44	CC1CCCC(C)N1C(=O)COC(=O)c1nn(C)c(=O)c2ccccc12 (stereo not given)	19	-5
45	COc1ccccc1CN1CCNC(=O)C1CC(=O)N(C)Cc1cnccn1 (stereo not given)	-4	-7
46	O=Cc1ccc(OCC(=O)Nc2ccccc2C(F)(F)F)cc1	8	-2
47	C=CCn1c2ccccc2c(=O)c2cc(C#Cc3cc(OC)cc(OC)c3)ccc21	33	32
48	OC(c1ccc(F)c(F)c1)c1nc(-c2cc(F)cc(F)c2)cs1 (stereo not given)	-25	-4

# Following part.
No.	Molecule	TAG inh	TAG inh DAPI viability
49	CC(=NCc1ccccc1)C1=C(O)COC1=O	6	-3
50	Cn1c(=O)c2c(SCC(=O)N3CCCc4ccccc43)nc(C3CC3)nc2n(C)c1=O	24	1
51	Clc1cccc(CN2CCN(c3ncccn3)CC2)c1Cl	-3	7
52	O=C(N/N=C/c1ccccn1)c1ccc(Br)o1	-22	-6
53	COc1ccccc1NS(=O)(=O)c1cccc(C(=O)NCC(c2ccco2)N(C)C)c1 (stereo not given)	3	2
54	CC1CCCC(C(=O)OCc2ccccc2)N1 (stereo not given)	8	-2
55	COc1ccc(-n2nnnc2SCC(=O)NC2CCS(=O)(=O)C2)cc1 (stereo not given)	-5	0
56	Cc1c(C(C)C[C@H](C)O)oc(=O)c2c1Oc1c(C)c(C(C)C[C@H](C)O)oc(=O)c1C2 (stereo not given in full)	-17	2
57	O=C(Nc1ccc(F)c(Cl)c1)C1Cc2c(-c3ccco3)ccnc2O1 (stereo not given)	3	4
58	Cc1nn(-c2ccccc2[N+](=O)[O-])c(=O)c2ccccc12	2	1
59	CCCc1nc2ccc(NC(=O)c3ccco3)cc2c(=O)n1Cc1ccc(Cl)cc1	27	5
60	COc1ccc(NC(=O)C(=O)NCCN2CCN(C(=O)c3cccs3)CC2)cc1	15	-17

# (listing goes on)
No.	Molecule	TAG inh	TAG inh DAPI viability
61	Cc1ccc2c(c1)C(=O)C(=O)N2CCOc1ccccc1	43	-32
62	O=C(Oc1cc(=O)oc2ccccc12)c1cccnc1Cl	-2	-8
63	CC(=O)c1ccc(-c2ccc(-c3cc(=O)oc4c(C(C)C)ccc(C)c34)cc2)cc1	81	-64
64	Cc1cc(=O)n2nc(N3CCCC(C(=O)NC(C)c4ccccc4)C3)sc2n1 (stereo not given)	-18	13
65	COc1cc(SC)ccc1C(=O)Nc1cc(C)c(OCC(=O)N2CCOCC2)c(C)c1	9	-6
66	COc1ccccc1C(=O)COC(=O)c1cc(S(=O)(=O)N2CCCCC2)ccc1N1CCOCC1	32	-3
67	COc1ccc(S(=O)(=O)N2CCCC2C(=O)Nc2nccs2)cc1 (stereo not given)	-16	5
68	COc1ccc(C(=O)OCC(=O)c2ccc(CNC(C)=O)s2)cc1	-3	7
69	CCn1cnc2c1c(=O)n(CC(=O)NCC(F)(F)F)c(=O)n2Cc1ccccc1	8	11
70	COc1ccc(Nc2nc(NC(C)C)nc3ccsc23)cc1OC	10	1
71	CN(C(=O)c1ccc(NC(=O)Cc2ccc(NC(=O)C3CCCN(S(=O)(=O)c4cccc([N+](=O)[O-])c4)C3)cc2)cc1)C1CCCC1 (stereo not given)	-3	6
72	Cc1cc(=O)oc2c(N)c(O)ccc12	-5	4

# Quoted from the listing.
# entry 72 in TAG inh DAPI viability is entered as 4
# entry 70 in TAG inh is entered as 10
# entry 62 in TAG inh is entered as -2
# entry 61 in TAG inh is entered as 43
# entry 68 in TAG inh DAPI viability is entered as 7
# entry 64 in TAG inh is entered as -18

# Next results follow:
No.	Molecule	TAG inh	TAG inh DAPI viability
73	O=C(Nc1ccc([N+](=O)[O-])cc1)c1ccccc1	15	-10
74	COc1ccccc1NS(=O)(=O)c1ccc2oc(=S)[nH]c2c1	9	1
75	Cc1ccc(C(=O)COC(=O)CN2C(=O)C3C4CCC(C4)C3C2=O)cc1C (stereo not given)	15	1
76	CCN(CC)c1ccc(C(=O)NNC(=O)CCc2nc3ccccc3c(=O)[nH]2)cc1	15	-2
77	COC(=O)C1CCCCN1C(=O)c1cc(COc2cccc3cnccc23)on1 (stereo not given)	-13	0
78	O=C(CN1C(=O)NC2(CCc3ccccc32)C1=O)NCCc1ccccc1 (stereo not given)	13	-11
79	CCCc1cc(C(=O)N/N=C/c2ccc(CC)s2)c2ccccc2n1	56*	-25*
80	N#Cc1nc(-c2ccc(F)cc2)oc1NCc1ccco1	-4	8
81	Cc1nn(CCCC(=O)N2CCN(c3ccc(F)cc3)CC2)c(C)c1[N+](=O)[O-]	-5	-5
82	COCc1c(C(=O)NCCOc2ccc(Cl)cc2)oc2ccccc12	2	-2
83	CCCCC(C(=O)O)C(C)CC(=O)Nc1ccn(-c2ccccc2)n1 (stereo not given)	-2	6
84	O=C(COC(=O)CN1C(=O)c2ccccc2C1=O)Nc1ccccc1	-2	-6

# Compound profiles, from the list above:
# `N#Cc1nc(-c2ccc(F)cc2)oc1NCc1ccco1` as listed: TAG inh: -4; TAG inh DAPI viability: 8
# `O=C(CN1C(=O)NC2(CCc3ccccc32)C1=O)NCCc1ccccc1` (stereo not given) as listed: TAG inh: 13; TAG inh DAPI viability: -11

# Following part
No.	Molecule	TAG inh	TAG inh DAPI viability
85	Cc1ccc(S(=O)(=O)N2[C@@H](c3ccc4c(c3)OCO4)C(C(=O)O)=C[C@H]2CC2CCCC2)cc1	-7	17
86	CN(CC(=O)Nc1ccccc1Cl)C(=O)COC(=O)c1cc([N+](=O)[O-])ccc1N1CCOCC1	-4	-8
87	N#C/C(=C\Nc1ccc2c(c1)OCCO2)c1nc2ccccc2[nH]1	33	8
88	Cc1ccccc1-c1ccc2c(c1)O[C@H](CN(C)C(=O)C1CC1)[C@@H](C)CN([C@@H](C)CO)S2(=O)=O	1	-1
89	COC(=O)/C(C#N)=C/c1ccc(-c2ccc(S(N)(=O)=O)cc2)o1	-3	1
90	CCOc1ccc(S(=O)(=O)N2CCOCC2)cc1NC(=O)Cc1c(F)cccc1Cl	2	3
91	CN(c1ccccc1)S(=O)(=O)c1ccc(C(=O)NCC(c2ccco2)N2CCCCC2)cc1 (stereo not given)	-16	1
92	N=C(N)SCc1ccc(Cl)c2ccccc12	0	5
93	O=C1CC(N2CCOCC2)C(=O)N1c1cccc(Cl)c1 (stereo not given)	13	-10
94	O=C(CCc1nc2ccccc2c(=O)[nH]1)NCCN1C(=O)S/C(=C\c2ccc(Cl)cc2Cl)C1=O	3	3
95	Oc1ccc(-c2nnc(SCc3ccccc3)o2)cc1	-9	0
96	S=C(c1cccs1)N1CCN(c2ccccc2)CC1	-17	0

# Remaining list, next part
No.	Molecule	TAG inh	TAG inh DAPI viability
97	NC(=O)CC(NC(=O)Cc1cccc2ccccc12)c1ccc(NC2CCCCCCC2)c([N+](=O)[O-])c1 (stereo not given)	7	6
98	COc1ccc2[nH]cc(CCNC(=O)CC[C@H]3O[C@@H](n4cc(C)c(=O)[nH]c4=O)C[C@@H]3O)c2c1	-2	-3
99	NC(=O)C1CCN(C(=O)CN2CCc3ccccc32)CC1	3	-12
100	CCN(CC)S(=O)(=O)c1ccc(NC(=O)Cn2c(=O)oc3ccccc32)cc1	-3	-5
101	Cc1ccn2cc(-c3cnoc3C)nc2c1	6	-2
102	CCOC(=O)CCCC(=O)N1CCOCCOCCOCC1	-7	3
103	O=C(c1ccco1)N1CCC(c2nc3ccccc3[nH]2)CC1	-6	5
104	COc1cccc(NC(=O)N(C)C[C@@H]2OCc3cn(nn3)CCCC(=O)N([C@H](C)CO)C[C@H]2C)c1	9	-6
105	COc1ccccc1N(C)S(=O)(=O)c1ccc(C(=O)Nc2nccs2)cc1	-4	-3
106	O=C(CC(c1ccccc1)c1ccccc1)Nc1ccc(O)cc1	0	-12
107	O=C(N/N=C/c1ccc(-c2ccc(Br)cc2)o1)c1ccc2c(c1)OCO2	-2	14
108	CN(C)c1nc2c(N)ncnc2n1C1OC(CO)C(O)C1O (stereo not given)	-2	1

# Reformatted: 4 of the compounds above.
105	COc1ccccc1N(C)S(=O)(=O)c1ccc(C(=O)Nc2nccs2)cc1
  TAG inh: -4; TAG inh DAPI viability: -3

106	O=C(CC(c1ccccc1)c1ccccc1)Nc1ccc(O)cc1
  TAG inh: 0; TAG inh DAPI viability: -12

107	O=C(N/N=C/c1ccc(-c2ccc(Br)cc2)o1)c1ccc2c(c1)OCO2
  TAG inh: -2; TAG inh DAPI viability: 14

108	CN(C)c1nc2c(N)ncnc2n1C1OC(CO)C(O)C1O (stereo not given)
  TAG inh: -2; TAG inh DAPI viability: 1

# Continuation:
No.	Molecule	TAG inh	TAG inh DAPI viability
109	COc1ccc(-c2sc3ccccc3c2/C=C/c2ccc(N)cc2)cc1	-8	-4
110	CC1(C)c2[nH]c3ccccc3c2C[C@@H]2C(=O)N(Cc3ccc(F)cc3)C(=O)N21	-3	8
111	CCN(CC)c1ccc(NC(=O)c2cncc(Br)c2)cc1	13	-19
112	O=C(CNC(=O)c1ccccc1)NCCO	-5	3
113	CN(C(=O)c1ccc(NC(=O)Cc2cccc(NC(=O)C3CCCN(C(=O)c4ccccc4)C3)c2)cc1)C1CC1 (stereo not given)	32	-4
114	Cn1c(=O)c2c(nc(CN3CCCCC3)n2CCc2ccccc2)n(C)c1=O	-1	-1
115	CCOC(=O)C1=c2s/c(=C\c3cccnc3)c(=O)n2C(N)=C(C(=O)OC)C1c1cccnc1 (stereo not given)	6	-10
116	Cc1nnc(SCC(=O)NCc2ccccc2)n1-c1ccccc1	-8	6
117	CC(C)C[C@@H](CN=[N+]=[N-])N1CCN(CC(C)C)CCC1=O	-13	-7

# Screening data as filed in PubChem BioAssay.
